EPAC2 ag = EPAC2 (human) agonism; EPAC2 activation, biochemical qHTS; response scale: 100% = 6.5 mM cAMP response; Potency, µM (titrated, usually from 154 µM), without a hit: at the highest dose activation, hits mostly activators; actives 0.079% (n = 360,000); AID 720711; further: potency means the concentration at half of the fitted maximal effect; nearly all actives have a fitted effect of over 50% in size
Target sequence (Q8WZA2 whole entry, looked up): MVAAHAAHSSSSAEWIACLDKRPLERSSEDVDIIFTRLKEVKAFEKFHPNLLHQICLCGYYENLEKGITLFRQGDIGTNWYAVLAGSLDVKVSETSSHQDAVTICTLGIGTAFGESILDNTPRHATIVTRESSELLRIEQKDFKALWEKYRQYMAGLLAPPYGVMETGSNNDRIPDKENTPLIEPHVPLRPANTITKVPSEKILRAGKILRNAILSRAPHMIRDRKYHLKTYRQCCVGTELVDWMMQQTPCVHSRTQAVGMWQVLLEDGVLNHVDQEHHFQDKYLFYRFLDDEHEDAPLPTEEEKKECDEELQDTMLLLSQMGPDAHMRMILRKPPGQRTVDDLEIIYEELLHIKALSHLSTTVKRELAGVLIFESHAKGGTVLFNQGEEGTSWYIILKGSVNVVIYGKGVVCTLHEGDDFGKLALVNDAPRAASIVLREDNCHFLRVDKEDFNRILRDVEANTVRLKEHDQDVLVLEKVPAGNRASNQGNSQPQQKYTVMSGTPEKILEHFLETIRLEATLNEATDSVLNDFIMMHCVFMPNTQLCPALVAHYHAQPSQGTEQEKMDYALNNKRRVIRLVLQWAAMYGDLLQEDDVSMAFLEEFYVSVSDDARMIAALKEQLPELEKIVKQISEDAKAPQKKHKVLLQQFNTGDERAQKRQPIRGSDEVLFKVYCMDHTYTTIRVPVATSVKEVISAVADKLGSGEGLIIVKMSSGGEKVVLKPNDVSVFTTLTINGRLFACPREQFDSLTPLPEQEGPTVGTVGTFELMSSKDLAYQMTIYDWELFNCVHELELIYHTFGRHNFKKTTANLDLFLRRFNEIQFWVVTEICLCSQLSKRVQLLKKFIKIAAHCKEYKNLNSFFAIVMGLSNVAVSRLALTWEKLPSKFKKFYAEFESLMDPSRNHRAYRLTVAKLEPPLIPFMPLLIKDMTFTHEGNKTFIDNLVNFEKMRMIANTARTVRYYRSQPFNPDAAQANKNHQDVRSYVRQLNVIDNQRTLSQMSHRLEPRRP
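Compounds were added across a concentration range to EPAC2 (100 nM), RAP1B-BODIPY-GDP (250 nM) and GDP (50 uM). After 5 min at room temperature, fluorescence was recorded at 5-min intervals for 30 min.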
EPAC1 agonist = EPAC1 (human) agonism | Potency, µM (series often up to 154 µM), inactives show at the highest dose activation, hits mostly activators | EPAC1 agonist qHTS, biochemical assay; response scale: 100% = response to 6.5 mM cAMP | O95398 | AID 720707 | actives 0.073% (n = 360,000); further: potency means the concentration at half of the fitted maximal effect; nearly all actives have a fitted effect of over 60% in size
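Nucleotide exchange by EPAC1 (100 nM) on Rap1B–BODIPY-GDP (250 nM) in the presence of 50 uM GDP is tracked fluorescently at 480/540 nm over 30 min. Signals are normalized to a 6.5 mM cAMP control.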
PI5P4Ka inh = blocks human PI5P4K alpha kinase activity | max response, % | AID 652105 | actives 1.2% (n = 330,000) | PI5P4Kalpha enzyme, ADP-Glo luminescence, 60 min; hits give low values | P48426; active means max response of -50% or lower; inconclusive means between -30% and -50%; inactive means -30% or higher; further: value at the top dose of about 77 µM; on the % scale 0 is the no-effect control and ±100 the full control effect
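Controls without substrate or without enzyme flank wells where PI5P4Kalpha converts substrate using 5 microM ATP (final). Incubation lasts 60 minutes at room temperature; ADP formed is read by ADP-Glo luminescence.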
IL-2 act = IL-2 activation | IL-2 activation reporter assay, cell-based qHTS; stimulated with anti-CD3/CD4/CD28 beads; in transgenic mouse T cells | activation, % (series mostly up to about 46 µM) | actives 0.065% (n = 360,000); in the data active means activation above about 50%; inconclusive means mostly about 30% to 49%; further: 0% is about no effect
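Quantitative HTS in unstimulated transgenic mouse T cells, with memory T cells as non-tolerant control and PMA/ionomycin as tolerance-bypass control. Compound pretreatment lasted 60 minutes before 18 h bead stimulation; EGFP/DsRed fluorescence read.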
PLK1 PBD block = PLK1 (human) polo-box domain binding inhibition. P53350. Plk1 PBD binding of FITC phosphopeptide, fluorescence polarization. Potency, µM, inactives show max response, negative = inhibition, actives largely listed as inhibitors. actives 2.8% (n = 360,000); further: potency means the concentration at half of the fitted maximal effect; series mostly up to about 57 µM; on the % scale 0 is the no-effect control and ±100 the full control effect; nearly all actives have a fitted effect of over 65% in size
WRN helicase inh = blocks human WRN helicase | Potency, µM (highest dose often 114 µM), without a hit: at the top dose activity change, negative = inhibition, hits mostly inhibitors | WRN helicase unwinding, fluorescent forked duplex, kinetic | actives 0.46% (n = 360,000) | Q14191; further: potency means the concentration at half of the fitted maximal effect; on the % scale 0 is the no-effect control and ±100 the full control effect; nearly all actives have a fitted effect of over 55% in size
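WRN at 20 nM final was preincubated with compound for 15 min at room temperature; reaction started with 100 nM forked duplex oligonucleotide carrying fluorophore and quencher plus 2 mM ATP (final). Unwinding followed kinetically by red fluorescence (ex 525/em 598 nm).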
EPAC1 antag = blocks human EPAC1 exchange factor; actives 0.14% (n = 360,000); O95398; Potency, µM (doses to about 115 µM), for the others: top-dose activity change, negative = inhibition, usual class: inhibitors; EPAC1 GEF assay, Rap1b-BODIPY-GDP exchange fluorescence;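 further: potency means the concentration at half of the fitted maximal effect; plate controls were vehicle for no effect and positive control for full effect; nearly all actives have a fitted effect of over 50% in size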
CCT modulator = cytosolic chaperonin activity modulation; purified chaperonin ATPase assay, HTRF ADP detection, 30 min; activity change, % (concentration not given with the values), hits read low; actives 0.3% (n = 360,000); in the data active means activity change below about -30%; further: on the % scale 0 is the no-effect control and ±100 the full control effect
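First, chaperonin was dispensed at 40 nM or 20 nM final depending on batch activity. Next, compounds were pinned at 76 uM and ATP added at 10 uM. After 30 min at 37 °C, ADP detection reagents ran 30 min at ambient temperature.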
Numbers without * were called inactive; [ ] = dose if it differs, or a comment. Unless noted, the call rests on the fitted dose curve; in most records, active means well fitted curve in the direction sought with a large enough effect; inconclusive means small, poorly fitted or top-dose-only effect, or another doubt; inactive means no such curve, though single readings can be large; an effect the other way counts as inactive or inconclusive. Only part of the results is shown, so the mix of outcomes need not match the whole.

`Cc1ccc(S(=O)(=O)N2CCOCC2)cc1C(=O)N1CCN(S(=O)(=O)c2cccs2)CC1` gave EPAC2 ag 1%, EPAC1 agonist -10%, PI5P4Ka inh 1, IL-2 act 0.4, PLK1 PBD block -2%, WRN helicase inh -1%, EPAC1 antag -17% and CCT modulator 0.1.
Screening CC1(C2CC2)NC(=O)N(CC(=O)Nc2ccccc2C#N)C1=O (stereo not given) returned EPAC2 ag -7%, EPAC1 agonist 4%, PI5P4Ka inh 4, IL-2 act 0.6, PLK1 PBD block 3%, WRN helicase inh -2%, EPAC1 antag -16% and CCT modulator 0.4.
`COC(=O)/C=C1\OCc2cccc(C)c21` gave EPAC2 ag 6%, EPAC1 agonist 1%, PI5P4Ka inh 2, IL-2 act -0.7, PLK1 PBD block -8%, WRN helicase inh 0% and EPAC1 antag 0%.
Screening CSc1cccc(NC(=O)c2cccc3cccnc23)c1 returned EPAC2 ag 17%, EPAC1 agonist 14%, PI5P4Ka inh 13, IL-2 act -0.3, PLK1 PBD block -5%, WRN helicase inh -4%, EPAC1 antag -13% and CCT modulator 1.0.
O=C(O)C1C2C=CC(C2)C1C(=O)NCCC1=CCCCC1 (stereo not given) was read as EPAC2 ag 5%, EPAC1 agonist -3%, IL-2 act 0.1, PLK1 PBD block 0%, WRN helicase inh -2%, EPAC1 antag -3% and CCT modulator -0.3.
For CC(C)NS(=O)(=O)c1ccc(CCC(=O)N2CCCC2)cc1 the results were EPAC2 ag 8%, EPAC1 agonist 5%, PI5P4Ka inh 3, IL-2 act 0.3, PLK1 PBD block -18%, WRN helicase inh -3%[57.1 µM], EPAC1 antag -3% and CCT modulator 0.0.
For COc1cc(-c2cnc3c(NC=O)cc(-c4ccccc4)cn23)cc(OC)c1OC the results were EPAC2 ag 4%, EPAC1 agonist -7%, PI5P4Ka inh -16, IL-2 act -0.5, PLK1 PBD block -5%, WRN helicase inh -18%, EPAC1 antag 4% and CCT modulator -0.7.
For CC(C)c1ccc(NC(=O)N2CCOCC2)cc1 the results were EPAC2 ag 8%, EPAC1 agonist 19%, PI5P4Ka inh 5, IL-2 act 1.1, PLK1 PBD block -9%, WRN helicase inh -2%, EPAC1 antag 14% and CCT modulator -0.8.
For CCn1c(SCC(=O)NC2CCCC2)nnc1-c1ccncc1 the results were EPAC2 ag 4%, EPAC1 agonist 4%, PI5P4Ka inh 2, IL-2 act 1.4, PLK1 PBD block -1%, WRN helicase inh -22%, EPAC1 antag -8% and CCT modulator 3.4.
`COc1ccc(CNC(=O)COc2ccc(S(=O)(=O)N3CCOCC3)cc2C)cc1` gave EPAC2 ag 1%, EPAC1 agonist 5%, PI5P4Ka inh 5, IL-2 act 2.2, PLK1 PBD block -14%, WRN helicase inh -9%, EPAC1 antag -2% and CCT modulator -2.0.
Screening Cc1ccc([N+](=O)[O-])c(OCC(O)CNC(C)(C)C)c1 (stereo not given) returned EPAC2 ag 10%, EPAC1 agonist -1%, PI5P4Ka inh 1, IL-2 act 1.6, PLK1 PBD block -4%, WRN helicase inh 4%, EPAC1 antag -5% and CCT modulator -5.0.
`Cc1cc(C)c2c(CN3CCOCC3)cc(=O)oc2c1` gave EPAC2 ag 5%, EPAC1 agonist 14%, PI5P4Ka inh 8, IL-2 act 0.1, PLK1 PBD block -3%, WRN helicase inh -6%, EPAC1 antag -1% and CCT modulator 0.7.
`N#CCOc1coc(CN2CCN(c3cccc(Cl)c3)CC2)cc1=O` gave EPAC2 ag 1%, EPAC1 agonist 16%, PI5P4Ka inh -9, IL-2 act 1.6, PLK1 PBD block -21%, WRN helicase inh -10%, EPAC1 antag 8% and CCT modulator -1.6.
`Cc1ccc(N(C(=O)c2snc(C(N)=O)c2N)C(C(=O)NCC2CCCO2)c2ccc3ncccc3c2)cc1` (stereo not given) gave EPAC2 ag 7%, EPAC1 agonist 8%, PI5P4Ka inh -8, IL-2 act 0.6, PLK1 PBD block -5%, WRN helicase inh -5%, EPAC1 antag -10% and CCT modulator -0.2.
Screening CN1CCN(C(=O)C2=C[C@H](c3ccc(C(F)(F)F)cc3)C[C@H](OCc3ccc(CO)cc3)O2)CC1 returned EPAC2 ag 6%, EPAC1 agonist 1%, PI5P4Ka inh 5, IL-2 act 0.6, PLK1 PBD block -10%, WRN helicase inh 0%, EPAC1 antag -8% and CCT modulator -1.0.

3 structures out of the list, arranged by molecular weight, rising.
Screening CSc1cccc(NC(=O)c2cccc3cccnc23)c1 returned EPAC2 ag 17%, EPAC1 agonist 14%, PI5P4Ka inh 13, IL-2 act -0.3, PLK1 PBD block -5%, WRN helicase inh -4%, EPAC1 antag -13% and CCT modulator 1.0.
For CC(C)NS(=O)(=O)c1ccc(CCC(=O)N2CCCC2)cc1 the results were EPAC2 ag 8%, EPAC1 agonist 5%, PI5P4Ka inh 3, IL-2 act 0.3, PLK1 PBD block -18%, WRN helicase inh -3%[57.1 µM], EPAC1 antag -3% and CCT modulator 0.0.
`Cc1ccc(N(C(=O)c2snc(C(N)=O)c2N)C(C(=O)NCC2CCCO2)c2ccc3ncccc3c2)cc1` (stereo not given) gave EPAC2 ag 7%, EPAC1 agonist 8%, PI5P4Ka inh -8, IL-2 act 0.6, PLK1 PBD block -5%, WRN helicase inh -5%, EPAC1 antag -10% and CCT modulator -0.2.

(next part)
`CCCOc1ccc(F)cc1-c1cc(C(=O)NCc2ccc(C(F)(F)F)cc2)[nH]n1` gave EPAC2 ag 1%, EPAC1 agonist -14%, PI5P4Ka inh 1, IL-2 act 0.9, PLK1 PBD block 5%, WRN helicase inh -8%, EPAC1 antag -24% and CCT modulator -2.9.
`CCN(C(=O)CSc1nc(C)c(C)c(C)n1)C1CCS(=O)(=O)C1` (stereo not given) gave EPAC2 ag 10%, EPAC1 agonist 3%, PI5P4Ka inh -4, IL-2 act -2.2, PLK1 PBD block -12%, WRN helicase inh -8%, EPAC1 antag -3% and CCT modulator -1.5.
`Cc1ccccc1NS(=O)(=O)c1ccc2[nH]c(=O)[nH]c2c1` gave EPAC2 ag 6%, EPAC1 agonist 9%, PI5P4Ka inh 15, IL-2 act 1.5, PLK1 PBD block -7%, WRN helicase inh -11%[57.1 µM], EPAC1 antag 4% and CCT modulator -0.6.
`CCOC(=O)c1c(NC(=O)c2ccccc2Cl)sc2c1CCc1ccccc1-2` gave EPAC2 ag 8%, EPAC1 agonist 15%, PI5P4Ka inh inconclusive, IL-2 act -4.8, PLK1 PBD block 6.7µM*, WRN helicase inh -12%, EPAC1 antag -7% and CCT modulator -0.8.
Screening CN1CCC(N(C)S(=O)(=O)c2ccc(NC(=O)COc3ccc(Cl)cc3)cc2)CC1 returned EPAC2 ag 5%, EPAC1 agonist 6%, PI5P4Ka inh 2, IL-2 act 1.4, PLK1 PBD block 1%, WRN helicase inh 2%, EPAC1 antag -4% and CCT modulator 1.2.
`O=C(NC1CCCC1)C(c1ccsc1)N(C(=O)Cc1cccs1)c1cccc(F)c1` (stereo not given) gave EPAC2 ag 4%, EPAC1 agonist -6%, IL-2 act -0.2, PLK1 PBD block -1%, WRN helicase inh -4%, EPAC1 antag 1% and CCT modulator -2.6.
`CCOC(=O)C(C#N)=C1CCC=C(C)C1` gave EPAC2 ag -1%, EPAC1 agonist -10%, PI5P4Ka inh 1, IL-2 act -1.9, PLK1 PBD block 7%, WRN helicase inh 8%, EPAC1 antag 4% and CCT modulator -14.
For CCOC(=O)CN1C(=O)Nc2ccc(Br)cc2C1c1ccccc1 (stereo not given) the results were EPAC2 ag 17%, EPAC1 agonist -2%, IL-2 act -2.7, PLK1 PBD block -5%, WRN helicase inh -11%, EPAC1 antag -10% and CCT modulator -0.4.
Screening NC(=O)c1sc2nc(-c3ccccc3)c3c(c2c1N)CCCC3 returned EPAC2 ag 9%, EPAC1 agonist 5%, PI5P4Ka inh -8, IL-2 act 0.5, PLK1 PBD block inconclusive, WRN helicase inh -12%, EPAC1 antag 1% and CCT modulator -3.2.
For COC(=O)NCC(C)OC(=O)Nc1cccc(Cl)c1 (stereo not given) the results were EPAC2 ag -5%, EPAC1 agonist -11%, PI5P4Ka inh 6, IL-2 act 0.2, PLK1 PBD block 19µM*, WRN helicase inh 1%, EPAC1 antag -5% and CCT modulator -2.3.
COc1cc([N+](=O)[O-])cc(/C=N/NC(=O)CSc2nnc(-c3ccccc3)n2C)c1O was read as EPAC2 ag -2%, EPAC1 agonist 0%, PI5P4Ka inh 2, IL-2 act 2.0, PLK1 PBD block 1%, WRN helicase inh -8%, EPAC1 antag -7% and CCT modulator 1.5.
O=C(NCCCN1CCN(C2CCCCC2)CC1)Nc1ccccc1C(F)(F)F was read as EPAC2 ag -3%, EPAC1 agonist -1%, PI5P4Ka inh 11, IL-2 act 1.1, PLK1 PBD block -2%, WRN helicase inh -17%, EPAC1 antag -10% and CCT modulator 1.2.
For Nc1[nH]c(C(=O)c2ccccc2)c(-c2ccc(C(F)(F)F)cc2)c1C(=O)NCc1ccc(Cl)cc1Cl the results were EPAC2 ag -2%, EPAC1 agonist -12%, PI5P4Ka inh 3, IL-2 act -0.3, PLK1 PBD block -19%, WRN helicase inh 7%, EPAC1 antag -7% and CCT modulator -1.3.
N#Cc1ccc(S(=O)(=O)NC[C@H]2O[C@@H](n3ccc(N)nc3=O)[C@H](O)[C@@H]2O)cc1 was read as EPAC2 ag 0%, EPAC1 agonist 0%, PI5P4Ka inh -1, IL-2 act -2.9, PLK1 PBD block 1%, WRN helicase inh -4%, EPAC1 antag 4% and CCT modulator 0.3.
Screening CC1(C)CC(NC(=O)C(Cl)(Cl)Cl)CC(C)(C)N1 returned EPAC2 ag 0%, EPAC1 agonist -8%, PI5P4Ka inh -4, IL-2 act 0.6, PLK1 PBD block 2%, WRN helicase inh 5%, EPAC1 antag -8% and CCT modulator -2.2.
For COc1cccc2cc(C(=O)NC(C)c3ccccc3)c(=O)oc12 (stereo not given) the results were EPAC2 ag -3%, EPAC1 agonist -15%, PI5P4Ka inh 1, IL-2 act -3.5, PLK1 PBD block -3%, WRN helicase inh -1%, EPAC1 antag 7% and CCT modulator -0.6.
